Bioassay records (PubChem)
Gli-Sufu block: blocks Gli-Sufu signaling in a luciferase reporter; Sufu-KO-LIGHT fibroblasts, Gli luciferase reporter luminescence; inhibition, % at 5 µM; 340,000 tested, 0.74% active; AID 588413;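 active = inhibition above about 55%, limit read from the data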;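 also: 0% = DMSO-treated cells and 100% = wells with medium but no cells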
GRIN3A LBD mod: NR3A (human) ligand-binding domain modulation. Tm shift relative to glycine control, % at 25 µM. 340,000 tested, 2.5% active. AID 1259313. NR3A LBD differential scanning fluorimetry, Tm shift; 0% = protein alone, 100% = glycine-bound protein;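 active = melting temperature shift of at least 10% of the positive control shift, at one fixed dose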
CCR6 antag: antagonists of human CCR6 receptor; P51684; CHO-K1 CCR6 PathHunter beta-arrestin, luminescence, CCL20-stimulated; inhibition, % at 20 µM; 340,000 tested, 0.49% active;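 active = compounds whose inhibition of the agonist-driven luminescence signal at 20 µM reaches about 50%, limit read from the data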;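 also: cells stimulated with CCL20 at 14 nM final; plate controls were DMSO with CCL20 for no effect and DMSO without agonist for full effect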
Target sequence (P51684 whole entry, looked up): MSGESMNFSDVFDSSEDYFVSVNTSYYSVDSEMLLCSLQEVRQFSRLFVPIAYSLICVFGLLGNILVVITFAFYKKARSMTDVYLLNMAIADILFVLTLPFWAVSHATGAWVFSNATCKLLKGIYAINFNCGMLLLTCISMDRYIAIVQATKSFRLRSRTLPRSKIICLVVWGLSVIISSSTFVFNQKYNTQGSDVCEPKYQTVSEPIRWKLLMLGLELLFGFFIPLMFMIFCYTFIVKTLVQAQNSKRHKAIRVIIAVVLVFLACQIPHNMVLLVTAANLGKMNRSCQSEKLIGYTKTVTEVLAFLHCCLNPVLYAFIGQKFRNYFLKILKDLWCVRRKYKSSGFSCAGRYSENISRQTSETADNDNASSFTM
APOBEC3G inh: inhibitors of human APOBEC3G DNA deaminase. recombinant A3G, ssDNA deamination FAM/TAMRA fluorescence. inhibition, % at 20 µM. 330,000 tested, 0.28% active. Q9HC16. AID 493012;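 active = inhibition of at least 40% at 20 µM, with no more than 30% in the related APOBEC3A deaminase screen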;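 also: plate controls were DMSO wells with A3G for no effect and wells lacking A3G enzyme for full effect; some compounds called inactive have numbers as strong as hits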
Target sequence (Q9HC16 whole entry, looked up): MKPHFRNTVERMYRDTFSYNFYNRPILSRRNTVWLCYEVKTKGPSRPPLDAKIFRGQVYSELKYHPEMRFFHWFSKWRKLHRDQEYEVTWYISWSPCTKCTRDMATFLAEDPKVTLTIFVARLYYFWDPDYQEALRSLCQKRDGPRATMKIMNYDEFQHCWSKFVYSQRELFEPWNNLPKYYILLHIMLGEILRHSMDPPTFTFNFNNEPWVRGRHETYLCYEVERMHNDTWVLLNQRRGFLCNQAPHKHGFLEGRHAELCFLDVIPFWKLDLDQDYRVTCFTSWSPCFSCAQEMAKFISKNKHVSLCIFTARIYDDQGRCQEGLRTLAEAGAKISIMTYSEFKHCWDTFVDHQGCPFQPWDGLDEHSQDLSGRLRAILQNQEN
CXCR6 block: CXCR6 (human) receptor inhibition | CHO-K1 PathHunter CXCR6 beta-arrestin, luminescence | inhibition, % at 20 µM | 360,000 tested, 0.36% active | AID 602244; in the data active = inhibition above about 34%, passing the limit was not always enough;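 also: antagonist mode with CXCL16 agonist at 10 nM final; 0% = 10 nM CXCL16 with DMSO and 100% = unstimulated wells without agonist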
MPTP inh: permeability transition pore inhibition | inhibition, % at 10 µM | 360,000 tested, 1.4% active | isolated mouse mitochondria, Ca2+ swelling absorbance, 30 min | AID 602449;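 active = inhibition of 50% or more, scaled per plate between neutral and stimulator controls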;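 also: 0% = DMSO wells given calcium and 100% = 1 mM EGTA wells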
EBI2 block: antagonists of human EBI2 receptor; P32249; EBI2 beta-arrestin recruitment, luminescence, 7a,25-OHC stimulated; inhibition, % at 5 µM; 360,000 tested, 0.81% active; AID 651636; in the data active = inhibition above about 38%;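 also: enzyme fragment complementation signal reports receptor beta-arrestin coupling in cells; 0% = agonist plus DMSO wells and 100% = wells without agonist; some results beyond the cut were filed as inactive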
APOBEC3A inh: human APOBEC3A DNA deaminase inhibition | 330,000 tested, 0.41% active | recombinant A3A, FAM/TAMRA ssDNA deamination fluorescence | P31941 | inhibition, % at 20 µM;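 active = at least 40% inhibition at 20 µM here, with at most 30% in a related deaminase screen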;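 also: plate controls were A3A with DMSO for no effect and wells lacking A3A enzyme for full effect; some results filed as inactive read as strong as hits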
Target sequence (P31941 whole entry, looked up): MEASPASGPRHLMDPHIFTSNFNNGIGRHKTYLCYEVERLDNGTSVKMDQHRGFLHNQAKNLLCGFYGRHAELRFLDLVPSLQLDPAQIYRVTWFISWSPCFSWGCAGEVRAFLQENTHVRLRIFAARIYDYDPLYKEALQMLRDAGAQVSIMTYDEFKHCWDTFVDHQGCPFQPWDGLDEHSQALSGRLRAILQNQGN
* hit, by the source's call; · = not tested or not shown; & = joins results of further samples.

SMILES	Gli-Sufu block	GRIN3A LBD mod	CCR6 antag	APOBEC3G inh	CXCR6 block	MPTP inh	EBI2 block	APOBEC3A inh
CCOc1ccc(S(=O)(=O)Nc2cc(C)ccn2)c2ccccc12	3	0	-10	-5	-6	8.8	-2	-2
CCOc1ccc(C(=O)N2CCCN(C(=O)c3ccc(OCC)cc3)CC2)cc1	-4	0	8	5	-8	0.5	45*	2
Cc1cc2oc(C(=O)NCCc3ccc(S(N)(=O)=O)cc3)cc(=O)c2cc1C	26	-2	3	-1	2	0.7	2	0
O=C(c1cc(COc2ccc(F)cc2Cl)on1)N1CC[C@@H]2CCCC[C@H]2C1	-10	-12	13	0	-2	-0.3	20	-2
CC(C)c1ccc(N(CC(=O)NCc2ccco2)C(=O)CCC(=O)Nc2nccs2)cc1	-5	-2	-4	-3	-2	-0.8	15	-2
COc1ccc2c(c1)c1nnc(SCC(=O)N3C(C)CCCC3C)nc1n2C (centres undefined)	2	-2	8	-3	-2	0.4	-14	-4
Cc1cnc(C(=O)OCC(=O)N2CCN(C(=O)c3ccco3)CC2)cn1	-3	1	4	-4	6	1.2	-9	-2
COCc1nnc(NC(=O)CCSc2ccccc2)s1	2	-4	-2	-2	-5	-0.6	-3	5
O=C(NCc1ccc(Cl)s1)C1CCC(=O)N(CCc2ccccn2)C1 (centres undefined)	-1	-1	-2	-3	-4	-1.1	-11	-4
COc1ccc(-c2cc(=O)oc3cc(OC(=O)C4CCCCC4)ccc23)cc1	-4	-1	4	-2	-12	9.8	-18	-5
O=C(C1=C[C@@H](C2CC2)C[C@@H](OCCCCO)O1)N1CCN(Cc2ccc3c(c2)OCO3)CC1	-13	-2	4	-6	-7	-2.3	-3	-1
CCCc1nn2c(=O)cc(CSCC(=O)Nc3cccc(C)c3)nc2s1	-2	2	3	-4	-2	-1.5	-9	-5
Cc1ccc(S(=O)(=O)CCC(=O)Nc2ccccc2Br)cc1	5	0	8	-1	-2	0.2	4	-2
CNCc1ccccc1Sc1ccc(OC)c(OC)c1	5	3	37	1	-9	4.0	-1	-1
COc1ccc(N2CCN(C(=O)c3ccc(C)c(NC(=O)c4ccco4)c3)CC2)cc1	4	-1	1	2	-3	-2.3	5	-2
CCOC(=O)c1c(C)[nH]c(C(C)=NNC(=O)Cn2nc(C)cc2C)c1C	5	0	-10	-6	8	-0.3	10	-3
C=CCC[C@@H](Cc1ccc(F)cc1)C(=O)OC[C@@H](NC(=O)[C@H](CC=C)CC(=O)NCCO)C(C)(C)C	3	-1	12	-3	-1	0.7	13	1
Cc1ccc(OCC(=O)N2CCc3ccccc3C2)cc1	-4	-2	22	-7	-2	0.4	32	-6
COc1cc(O)c(C(C)=O)cc1OC	-1	-4	1	-1	-5	-0.9	-2	-1
O=C1CCCN1CCCNc1nc2c(S(=O)(=O)c3ccccc3)nnn2c2ccc(Cl)cc12	-6	-3	-14	-3	4	0.8	-9	-4
CC(OC(=O)CCCN1C(=O)c2ccccc2C1=O)C(=O)Nc1ncc(Cl)cc1Cl (centres undefined)	-6	-4	-1	-5	3	0.1	-2	-1
COc1ccc(NC(=S)N2CCCC(c3nc4ccc(C)cc4[nH]3)C2)c(OC)c1 (centres undefined)	21	0	15	-3	-3	0.3	-3	-3
CCCN1C(=O)S/C(=C\c2ccc(N3CCOCC3)o2)C1=O	-25	0	19	0	-4	-0.6	27	-3
N#Cc1ccc(OCc2ccc(C(=O)O)o2)cc1	3	2	-3	-5	6	0.0	5	0
COc1ccc(NC(=O)CCC(=O)Nc2ccc3nc(N4CCOCC4)cc(C)c3c2)c(OC)c1	-3	-5	-1	-6	-14	-1.0	4	4
CN(C)CCN1C(=O)c2cccc3cc([N+](=O)[O-])cc(c23)C1=O	69*	-1	-1	·	-4	-0.3	-29	·
O=C(Nc1ccc(NS(=O)(=O)c2ccccc2)cc1)c1ccccc1Cl	-6	35*	12	-3	2	-0.3	-10	-1
Cc1cccc(NC(=O)Cn2cc([N+](=O)[O-])cn2)n1	-20	1	-8	-1	8	1.1	-11	5
Cc1cccc(NC(=O)c2ccccc2OCC(=O)c2ccccc2)c1	-3	0	0	-3	0	6.5	-20	-1
Fc1ccc(OCCn2cnc(Cl)c2Cl)cc1	6	1	6	2	4	0.8	1	-2
O=c1cc(CO)occ1OCc1ccccc1	7	-2	3	-2	-4	0.2	3	-1
COc1ccc(NC(=O)CSc2nnc(Cc3ccc(C)cc3)c(=O)n2N)cc1OC	7	3	10	-4	2	0.4	6	0
CC(C)c1ccc(NC(=O)CSc2n[nH]c(=O)n2C2CC2)cc1	-3	-2	-10	19	-5	0.8	-17	7
COc1cccc(CN2C(=O)C(C)Oc3ccccc32)c1 (centres undefined)	18	2	-5	-4	6	-0.3	9	3
COc1ccccc1N(Cc1ccccc1)S(=O)(=O)c1cccc(C(=O)NCC2CCCO2)c1 (centres undefined)	0	-37	0	-4	-2	-1.5	-2	-4
CCOC(=O)C1CCN(S(=O)(=O)Cc2ccccc2)CC1	4	6	5	-6	10	0.9	-15	-4
Cc1cc(C)c2c(c1)C(=O)/C(=C/c1ccc(C(=O)O)cc1)CC2	2	-1	17	-7	0	-1.3	-6	-3
O=C(N1CCCCC1)N1CCC(c2nc3ccccc3[nH]2)CC1	-3	0	-5	-5	3	0.6	-11	-2
CC1CC(C)CN(c2nc3c(c(=O)n(C)c(=O)n3C)n2CCSc2nc3ccccc3o2)C1 (centres undefined)	0	0	30	·	0	-2.9	17	·
Cc1ccccc1NC(=O)c1ccc(C)c(S(=O)(=O)Nc2ccccn2)c1	-3	0	7	2	6	-1.8	-9	3
CCc1ccc(NC(=O)C2CCN(S(=O)(=O)c3ccc4c(c3)NC(=O)CO4)CC2)cc1	-6	1	15	-2	-11	0.1	15	0
CC(C)(C)c1ccc(-c2noc(CCC(N)=O)n2)cc1	76*	0	-1	-7	-5	3.5	-1	-2
O=C(NN=Cc1ccc(O)cc1O)c1ccccc1NS(=O)(=O)c1cccs1	19	5	10	-6	11	4.7	5	-3
Cc1cc(C)nc(SCC(=O)NC2CCCCC2C)n1 (centres undefined)	2	0	5	-8	-9	0.1	9	-1
COc1ccc(Cl)cc1NC(=O)CSc1nnc(-c2ccncc2)n1CC1CCCO1 (centres undefined)	-6	0	-9	-2	-5	0.0	-10	-1
O=S(=O)(NCc1ccc(Cl)cc1)c1cnc[nH]1	-2	-1	3	-2	4	-1.8	0	0
Cc1ccc(NC(=O)CSCC(=O)O)c(C)c1	10	1	3	-6	-9	5.4	11	-5
CC(C)CCC1(C)NC(=O)N(CC(=O)NCC(=O)Nc2ccc(F)c(F)c2F)C1=O (centres undefined)	-3	0	6	-4	2	-1.9	4	0
O=C(CSc1nc2ncc(Br)cc2[nH]1)c1cccc([N+](=O)[O-])c1	3	-4	6	-4	-6	15	-5	0
O=C1c2ccsc2SCCN1Cc1ccccc1Cl	-3	0	24	-3	5	2.9	10	-1

Next section.
SMILES	Gli-Sufu block	GRIN3A LBD mod	CCR6 antag	APOBEC3G inh	CXCR6 block	MPTP inh	EBI2 block	APOBEC3A inh
COCCCNC(=O)CN(c1ccc(F)cc1)S(=O)(=O)c1ccc2c(c1)OCCO2	-12	0	4	-6	3	0.1	-5	0
O=C(CN(c1cccc([N+](=O)[O-])c1)S(=O)(=O)c1ccccc1)NCc1cccnc1	20	-2	-8	1	-1	-0.2	-13	5
Cc1cccc(NC(=O)CSc2nnc(CNC(=O)c3ccco3)o2)c1C	4	-5	-2	-7	-1	-1.8	-9	-5
CCC(=NCCc1ccc(OC)c(OC)c1)c1ccccc1O	-17	0	1	-1	-9	-0.2	5	1
O=C(Nc1cc(C(F)(F)F)ccc1-n1cncn1)c1ccc([N+](=O)[O-])o1	-3	1	6	-4	-36	2.0	-18	2
O=C1CN(C(=O)c2ccco2)C(c2ccccc2)c2cc(Cl)ccc2N1 (centres undefined)	15	3	2	-3	3	2.4	-8	-2
COc1ccc(N(CC(=O)Nc2c(C)n(C)n(-c3ccccc3)c2=O)S(=O)(=O)c2ccc(C)cc2)cc1	-8	1	1	-10	-4	-2.6	-6	-2
COc1ccc(Br)cc1S(=O)(=O)n1ccnc1	-2	0	-6	-12	-10	-0.2	-16	-2
COc1ccc(C(=O)N2CCN(Cc3ccccc3)CC2)cc1[N+](=O)[O-]	13	-3	-4	-8	-2	0.4	30	-5
CC(C)N(C(=O)[C@H]1C[C@H](CC(=O)NCCCn2ccnc2)C(=O)N2CCc3c([nH]c4cc(-c5ccco5)ccc34)[C@]12C)C(C)C	-5	0	9	0	5	-1.5	7	2
CCCN(Cc1nnc(-c2cccs2)o1)C(=O)c1cc(S(=O)(=O)N2CCOCC2)ccc1C	-2	-1	-3	4	-10	0.0	-18	2
CCOC(=O)c1c(NC(=O)C(C)N2CCN(S(=O)(=O)c3cccs3)CC2)sc2c1CCC(C)C2 (centres undefined)	12	1	13	-3	6	0.3	8	2
Cc1ccnc(NC(=O)c2ccc([N+](=O)[O-])o2)c1	-8	-1	-7	-1	-4	-0.1	-10	7
CCOC(=O)C1(Cc2cccc(F)c2)CCN(C(=O)c2ccoc2C)CC1	13	-7	13	0	7	-0.2	14	2
Cc1c(/C=N/NC(=O)c2cccnc2)c2ccccc2n1Cc1ccccc1	49	-10	17	1	5	5.7	13	0
O=C(c1ccc2c(c1)OCCO2)N1CCN(S(=O)(=O)c2c(F)cccc2F)CC1	21	0	4	-4	0	-0.5	-1	-1
c1ccc(CNc2c(-c3cccc(SC4CCCCC4)c3)nc3ccccn23)cc1	29	-9	-3	-4	6&2	7.6&7.0	-29&-27	0
COC(CNC(=O)c1ccc(-n2c(=S)[nH]c3ccccc3c2=O)cc1)OC	-6	0	3	-8	-3	-4.2	-4	-1
COc1cccc(NC(=O)/C=C/c2ccc([N+](=O)[O-])cc2)c1	-76	-3	10	-4	-9	10	15	-2
Cc1cc(C)cc(NC(=O)Nc2c(Br)cnn2C)c1	6	2	7	-3	-11	0.3	-7	0
Oc1ccccc1N1CCN(CC(O)COCc2ccccc2Cl)CC1 (centres undefined)	21	-4	5	-10	-6	-1.3	1	1
O=C(Cn1nc(C(=O)O)c2ccccc2c1=O)Nc1cccc(S(=O)(=O)N2CCCCC2)c1	4	-6	11	-5	3	2.9	1	-3
CC(C)Oc1ccc(C(=O)NC(C)(C)CO)cc1	-10	0	-10	-6	4	-1.6	-15	-1
Cc1ccc(-c2nn(CCC(=O)O)cc2CCC(=O)O)cc1	0	2	-2	-6	0	-2.3	-15	-3
CCOC(=O)N/N=C/c1ccc(N2CCOCC2)s1	-8	-2	8	-3	-6	0.9	2	5
Cc1cc(C)cc(C(=O)Nc2nnc(SCC(=O)NCC3CCCO3)s2)c1 (centres undefined)	-3	-2	0	5	-5	-1.4	-3	9
CCOc1ccccc1CNS(=O)(=O)c1ccc(-c2cnc(C3CC3)o2)cc1	55	-5	5	-2	-13	51*	1	0
CCC1(C)Cc2c(sc3[nH]c(=S)n(Cc4ccccc4)c(=O)c23)CO1 (centres undefined)	-6	-2	22	-1	2	2.5	1	-4
Cc1cccc(NC(=O)CN2CCSc3ccccc32)c1	-4	0	-9	-8	2	-2.9	-9	1
COc1cc(OC)c(C(=O)CCC(=O)O)cc1OC	-5	-4	-1	-2	0	-0.8	-11	-5

Record cards (already shown). Order of values: Gli-Sufu block, GRIN3A LBD mod, CCR6 antag, APOBEC3G inh, CXCR6 block, MPTP inh, EBI2 block, APOBEC3A inh
Results for O=C(Cn1nc(C(=O)O)c2ccccc2c1=O)Nc1cccc(S(=O)(=O)N2CCCCC2)c1 → 4, -6, 11, -5, 3, 2.9, 1, -3
Results for CCOc1ccccc1CNS(=O)(=O)c1ccc(-c2cnc(C3CC3)o2)cc1 → 55, -5, 5, -2, -13, 51*, 1, 0
Results for COc1cc(OC)c(C(=O)CCC(=O)O)cc1OC → -5, -4, -1, -2, 0, -0.8, -11, -5
Results for Cc1cccc(NC(=O)CN2CCSc3ccccc32)c1 → -4, 0, -9, -8, 2, -2.9, -9, 1
